# High-throughput results from PubChem.
# UTI89 phage lysis: inhibition of K1F phage lysis, E. coli UTI89, bacterial capsule biogenesis inhibitors, alamar blue (AID 488966); inhibition, % at 100 µM; hits with a dose series show IC50 in µM; 0.02% of 340,000 active; E. coli UTI89 K1F phage lysis, alamar blue, 2 h; higher % means a stronger effect;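 active = phage lysis inhibition, versus mean bacterial control, above a set limit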;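 note: capsule biogenesis inhibitors block K1F phage lysis so surviving cells raise fluorescence; higher fluorescence means more inhibition of phage lysis; actives were called in the ten point dose series up to 300 µM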
# The depositor's hits bear a star; [ ] = dose if it differs, or a comment. This is a subset; rates above refer to the full screens.
mol	UTI89 phage lysis
Cc1ccc(C(=O)N2CCN(c3ccc(NC(=O)c4cccnc4Cl)cc3)CC2)cc1	0.2%
CC(C)c1onc(C(=O)Nc2ccc3c(c2)OCO3)c1[N+](=O)[O-]	-0.2%
CC1CCCCN1CCCNC(=O)CN1C(=O)c2cccnc2Oc2ccccc21 (stereo not given)	0.4%
Nc1cc(C(F)(F)F)ccc1OCC1CCCO1 (stereo not given)	0.1%
COC(=O)c1c(NC(=O)C2CCCCC2)sc2c1CCN(C(C)C)C2	1.5%
Cc1ccc(C)c(NS(=O)(=O)c2ccc3oc(=O)ccc3c2)c1	0.4%
Cc1ccc(NS(=O)(=O)c2c(C(=O)N3CCCCCC3)c(C)n(C)c2C)c(C)c1	0.4%
O=C1OCCC1=Cc1ccccc1	-0.6%
C=CCn1c(OCc2ccccc2)n[nH]c1=S	0.1%
COc1ccc(NC(=O)C2=CC(c3ccco3)=NS(=O)(=O)N2C)cc1OC	7.3%
CCn1nnnc1SCC(=O)N1CCCCC1	1.4%[50 µM]
O=C(CN1C(=O)c2ccccc2C1=O)OCC(=O)c1ccccc1	3.4%[50 µM]
O=C(COC(=O)c1n[nH]c(=O)c2ccccc12)NCc1ccccc1	0.5%[50 µM]
COc1ccccc1C(=O)COC(=O)Cc1ccccc1F	-0.8%
O=C(c1ccc(C(F)(F)F)cc1)C1CCCN(C(=O)CCn2cncn2)C1 (stereo not given)	0.6%
Cn1cc(S(=O)(=O)N2CCOCC2)cc1C(=O)Nc1ccc(Cl)cc1	-0.4%
Cc1cc(NC(=O)CSc2ncc(C(=O)O)n2-c2ccc(F)cc2)no1	0.2%[50 µM]
Cc1ccc(S(=O)(=O)N2CCN(C(=O)c3ccc(S(=O)(=O)N4CCCC4)cc3)CC2)cc1	0.3%
CCOC(=O)C(CC)n1cnc2c(nnn2-c2ccc(F)cc2)c1=O (stereo not given)	2.1%
Nc1cc(=O)[nH]c(SCC(=O)NNC(=O)c2ccccc2)n1	0.7%[50 µM]
COc1ccc(NC(=O)COc2ccccc2C)cc1S(=O)(=O)N1CCCCC1	0.5%[50 µM]
CN(C)C1=NCCN1CC1CCCC1	2.4%
c1ccc(-c2nnc(N3CCCC3)nc2-c2ccccc2)cc1	0.4%
CCC(C)N(C(=O)c1csnn1)C(C(=O)NCc1ccc(F)cc1)c1ccccc1F (stereo not given)	0.0%
O=C(CCc1ccccc1)Nc1ccc2c(c1)OCO2	0.3%
Cc1ccsc1CNS(=O)(=O)c1ccc(F)cc1	0.0%
CCCCC(=O)N1CCN(c2nc3ccc(Cl)cc3s2)CC1	-0.2%
COc1ccc(/C=N/NC(=O)c2cccc(NC(=O)c3ccccc3Cl)c2)cc1	0.5%
O=C(c1cccc(N2CCCC2=O)c1)N1CCN(c2cccc(Cl)c2)CC1	-0.4%
N#Cc1ccc(CC(=O)c2ccccc2)[nH]c1=O	1.6%
Cc1cccc(C)c1OCc1cc(C(=O)N2CCCC2c2nonc2C)no1 (stereo not given)	0.1%
Cc1cc(C)c(NC(=O)CC(=O)c2ccccc2)c(Cl)c1	0.1%
CC(=O)NC1CC2CCCC(C1)N2C(=O)Nc1cccc(Cl)c1 (stereo not given)	0.1%
COc1cc(C(=O)NC2CC(C)(C)CC(C)(C)C2)ccc1OC1CCN(C(C)=O)CC1	-0.1%
CC(=O)C1CCC2C3CC(C)=C4CC(O)CCC4(C)C3CCC12C (stereo not given)	-3.9%
COc1ccc(S(=O)(=O)Nc2cccc(-c3ccc(N4CCCCCC4)nn3)c2)cc1OC	0.7%

# By substructure: the compounds so far with fluorine (7)
mol	UTI89 phage lysis
Nc1cc(C(F)(F)F)ccc1OCC1CCCO1 (stereo not given)	0.1%
COc1ccccc1C(=O)COC(=O)Cc1ccccc1F	-0.8%
O=C(c1ccc(C(F)(F)F)cc1)C1CCCN(C(=O)CCn2cncn2)C1 (stereo not given)	0.6%
Cc1cc(NC(=O)CSc2ncc(C(=O)O)n2-c2ccc(F)cc2)no1	0.2%[50 µM]
CCOC(=O)C(CC)n1cnc2c(nnn2-c2ccc(F)cc2)c1=O (stereo not given)	2.1%
CCC(C)N(C(=O)c1csnn1)C(C(=O)NCc1ccc(F)cc1)c1ccccc1F (stereo not given)	0.0%
Cc1ccsc1CNS(=O)(=O)c1ccc(F)cc1	0.0%

# Continued.
mol	UTI89 phage lysis
C[C@@H]1COC(=O)[C@H](Cc2ccc(F)cc2)C/C=C\C[C@@H](CC(=O)NCCO)C(=O)N1	2.5%
O=C1CCCN2N=C(SCC(=O)Nc3ccc([N+](=O)[O-])cc3)SC2=N1	-0.1%
COCCN(C(=O)CSc1cc(C)c2ccccc2n1)c1c(N)n(CC(C)C)c(=O)[nH]c1=O	-0.1%[50 µM]
CC(C)N(Cc1nnc(-c2ccccc2Br)o1)C(=O)c1cc(Cl)nc2ccccc12	1.5%[50 µM]
O=c1ccc(=O)n(CCc2ccccn2)[nH]1	1.6%
CC(C)C(NC(=O)c1ccccc1NC(=O)c1ccccc1)C(=O)NCCCn1ccnc1 (stereo not given)	0.4%
O=C(Nc1ccnn1C1CCN(C2CCCCC2)CC1)c1cccc(F)c1	0.1%
CS(=O)(=O)c1ccc(-n2c(=O)n(Cc3ccccc3)c(=O)c3[nH]cnc32)cc1	0.1%
O=C(CNC(=O)c1cccs1)N/N=C/c1c(F)cccc1Cl	0.1%
COc1ccc(CN(C)C(=O)c2cc(S(=O)(=O)NCc3ccccc3)ccc2C)c(OC)c1	0.1%[50 µM]
CN1CCN(S(=O)(=O)c2ccc(Nc3cccc(Cl)c3)c([N+](=O)[O-])c2)CC1	1.7%[50 µM]
COc1cccc(Nc2nc(N)c([N+](=O)[O-])c(N3CCOCC3)n2)c1	0.0%
CCN(CC(=O)NCc1ccc(Cl)cc1)C(=O)NCc1ccc(Cl)cc1	0.2%
Cc1nn(C(=O)N(C)C)c(C)c1CN1C(=O)c2ccccc2C1=O	0.0%
Cc1ccccc1OCC(=O)Nc1cccc(S(=O)(=O)NC2=NCCCCC2)c1	0.7%[50 µM]
COc1cc(=O)[nH]c(SC(C)C(=O)Nc2cccc3ccccc23)n1 (stereo not given)	0.0%
O=C(Nc1cccc(Cl)c1)c1cncn1-c1ccc(F)cc1	0.1%
COC(=O)c1cc(C(=O)Nc2nc3ccccc3[nH]2)cc([N+](=O)[O-])c1	0.3%
CSCCC(NC(=O)c1ccco1)C(=O)N1CCN(C(c2ccccc2)c2ccccc2)CC1 (stereo not given)	-0.7%[50 µM]
O=C(Cn1cc(C(F)(F)F)cc(Cl)c1=O)NCc1ccc(F)cc1	0.1%
CCOC(=O)Nc1ccc2c(c1)N(C(=O)CN1CCN(C)CC1)c1ccccc1CC2	-1.5%
CC1=C(C(=O)Nc2ccc(C(=O)NC(C)c3ccccc3)cc2)SCCO1 (stereo not given)	-1.7%
CCOC(=O)[C@H]1[C@H]2COc3cc(OC)ccc3[C@@H]2N2C(=O)CN(Cc3ccc(OC)cc3)C(=O)[C@@]12C	-1.5%
O=S(=O)(Nc1cccc(-c2ccc(N3CCCCCC3)nn2)c1)c1cccc(F)c1	0.2%
Cc1ccc(NC2CCCN(C(=O)CCC3=NNC(=O)CC3)C2)cc1C (stereo not given)	-0.9%[50 µM]
CC(C)c1ccccc1NS(=O)(=O)c1cccs1	0.6%
Cc1nc(SCCc2nc3ccccc3[nH]2)c2oc3ccccc3c2n1	-1.3%
O=S(=O)(Oc1ccc(C(=S)N2CCOCC2)cc1)c1ccc(Cl)cc1	1.0%
CC(C)(C)C(=O)COC(=O)c1cc(S(=O)(=O)N2CCCCC2)ccc1N1CCOCC1	0.8%[50 µM]
C=CCn1c(Oc2ccc(C=O)cc2OCC)nc2c1c(=O)n(C)c(=O)n2C	-0.2%
O=C(CNC(=O)c1ccc2c(c1)OCO2)N/N=C/c1cc(Br)ccc1O	0.1%
Cc1ccc(CCC(=O)Nc2cc(Cl)ccc2Cl)o1	0.1%
COC(=O)c1ccc(OCC(O)CN2CCN(C(=O)c3ccco3)CC2)c(OC)c1 (stereo not given)	-1.2%
O=CN1Cc2ccccc2-c2ccccc2C1	0.0%
CCc1sc(C(=O)N2CCc3cc(OC)c(OC)cc3C2CC(=O)O)cc1C (stereo not given)	0.4%[50 µM]
Cc1nnc(SCC(=O)Nc2ccc(OC(F)F)c(Cl)c2)n(N)c1=O	1.5%[50 µM]

# Carrying on:
SMILES | UTI89 phage lysis
Cc1ccc(C)c(S(=O)(=O)N2CCCC2CNC(=O)C(=O)NCc2ccco2)c1 (stereo not given) | 1.1%[50 µM]
COc1ccc(OC)c(NC(=O)CCCc2ccccc2)c1 | 1.9%
Cc1ccc(NC(=O)Nc2ccon2)cc1 | 2.1%[50 µM]
COc1cc(N)c(Cl)cc1C(=O)OCC(=O)N1CCCC1 | -1.0%
COc1ccc(N2CCN(C(=O)CNC(=O)c3ccc(Br)o3)CC2)cc1 | 2.0%[50 µM]
COC(=O)c1cccc(N(CC(=O)NC2CCCC2)C(=O)CCC(=O)Nc2cc(C)on2)c1 | -0.1%
CCN1CCC(N2CCN(c3ccccc3OC)CC2)CC1 | 0.3%
Cc1ccc(OCC(O)CNC2CCCC2)c(C)c1 (stereo not given) | 0.4%
Cc1c(NC(=O)COC(=O)C2=COCCO2)cccc1[N+](=O)[O-] | 0.8%[50 µM]
Cc1ccc(S(=O)(=O)CCC(=O)OCC(=O)NC2CCS(=O)(=O)C2)cc1 (stereo not given) | -1.0%
COC(=O)C1N[C@@H]([C@@H](NC(=O)COc2ccccc2)C(=O)NCc2ccsc2)SC1(C)C (stereo not given in full) | 0.5%
C=CCC1(CC=C)CCCN1C(=O)C1CCC(=O)N(CCc2ccccc2)C1 (stereo not given) | -0.1%
COc1ccc(N2CCN(C3CCCCC3NS(=O)(=O)c3ccc(Cl)cc3)CC2)cc1 (stereo not given) | 0.4%
COc1cc(/C=C/C(=O)O)cc(S(=O)(=O)Nc2ccccc2C(=O)NCc2ccco2)c1OC | -0.3%
Cc1ccc(C(=O)CN2C(=O)NC3(CCOc4ccccc43)C2=O)s1 (stereo not given) | -0.3%[50 µM]
CC(=O)c1cccc(NC(=O)CN(C)S(=O)(=O)c2ccc3c(c2)CCC(=O)N3)c1 | 5.6%
Cc1ccc(C(=O)NCC(C)NC(=O)c2ccc(C)c(C)c2)cc1C (stereo not given) | -0.4%
O=C(/C=C/c1ccccc1)NCCS(=O)(=O)N1CCN(c2ccc(F)cc2)CC1 | 0.8%[50 µM]
Cc1ccc(S(=O)(=O)Nc2ccc3c(c2)OCCO3)c(C)c1NS(C)(=O)=O | 0.2%
CCOC(=O)[C@H]1[C@H]2COc3ccc(Br)cc3[C@@H]2N2C(=O)c3cc(F)c(F)cc3NC(=O)[C@@]12C | 0.8%
Cc1ccc(NC(=O)c2cnccn2)c(C)c1 | 2.0%
CCN(c1ccccc1)S(=O)(=O)c1ccc(C(=O)Nc2ncccc2C)cc1 | 0.9%[50 µM]
O=C(COC(=O)Cn1[nH]c(=O)c2ccccc2c1=O)Nc1ncc(Cl)cc1Cl | 0.9%[50 µM]
CC1CCCC(NC(=O)COc2ncnc3ccccc23)C1C (stereo not given) | -2.4%
O=C(CN(CC1CCCO1)C(=O)CNS(=O)(=O)c1ccc(Cl)cc1)NC1CCCCC1 (stereo not given) | 0.0%
CN1CCc2c(sc(NC(=O)C3CCN(S(=O)(=O)c4cccs4)CC3)c2C(N)=O)C1 | 1.7%[50 µM]
O=C(O)c1ccc(Cl)c(S(=O)(=O)N(Cc2ccccc2)c2ccc(Cl)cc2)c1 | -0.5%
CCOC(=O)c1ccc(NC(=O)c2cc(C)nn2-c2ccccc2)cc1 | 0.0%
COc1ccc(O)c(-c2nc(N)nc(N)n2)c1 | 0.1%
COc1cc(NC(=O)c2cccnc2)c(OC)cc1NC(=O)c1ccc(Br)cc1 | -0.1%
CCCC[C@H]1COCCS(=O)(=O)N1Cc1cccc([N+](=O)[O-])c1 | 0.0%
CCOC(=O)CC(=O)CSc1nc2c(sc(=S)n2-c2ccc(C)c(C)c2)c(=O)[nH]1 | 0.1%
O=C1CN(C(=O)c2ccccc2)C(c2ccccc2)c2cc(F)ccc2N1 (stereo not given) | -0.2%
CCOC(=O)c1c(CN(C)C)n(C)c2c(O)c(N=NC(N)=O)c3ccc(Br)cc3c12 | 0.1%
Cc1noc(C)c1NC(=O)Nc1ccc2c(c1)C(=O)N([C@@H](C)CO)C[C@@H](C)[C@@H](CN(C)Cc1ccc3c(c1)OCO3)O2 | 0.2%
CN1OC[C@@H]2CN(Cc3cc(Cl)cc(Cl)c3)[C@H](c3cccc(-c4ccccc4)c3)C[C@@H]21 | 0.2%
O=C(COc1ccc(Br)cc1)Nc1ccccc1C(=O)N1CCOCC1 | 0.2%
CN(C(=O)c1cccc(NC(=O)Cc2cccc(NC(=O)C3CCN(C(=O)c4ccccc4)CC3)c2)c1)C1CCCC1 | 0.3%
CN(CC(=O)Nc1cccc(F)c1)C(=O)c1sccc1-c1ccccc1 | 0.4%[50 µM]
N#Cc1c(C(F)(F)F)cc(-c2cccs2)nc1SC(C(=O)O)c1ccccc1 (stereo not given) | 0.6%
O=C(/C=C/c1ccccc1)Nc1cc(S(=O)(=O)N2CCOCC2)ccc1N1CCOCC1 | -0.5%[50 µM]
Cc1oc(-c2ccc(Cl)cc2)nc1CS(=O)CC(=O)NC1CCCCCC1 (stereo not given) | 0.0%
COc1ccc(CNC(=O)c2ccccc2SCC(=O)NCc2ccco2)cc1 | 0.8%[50 µM]
Cc1cc(-c2ccc(C)c(S(=O)(=O)NCc3ccc(Br)cc3)c2)on1 | 0.3%
O=C(NNS(=O)(=O)c1ccccc1Cl)C1COc2ccccc2O1 (stereo not given) | 0.4%[50 µM]
Cc1c(OCC(=O)NCC2CCC(C(=O)O)CC2)ccc2c3c(c(=O)oc12)CCC3 (stereo not given) | -4.3%

# 2 compounds drawn at random from those above, as already listed:
SMILES | UTI89 phage lysis
Cn1cc(S(=O)(=O)N2CCOCC2)cc1C(=O)Nc1ccc(Cl)cc1 | -0.4%
O=C1CN(C(=O)c2ccccc2)C(c2ccccc2)c2cc(F)ccc2N1 (stereo not given) | -0.2%
